SUMO1 PPI mod: modulators of SUMO1 protein-protein interactions, primary screen, biochemical, uHTS; hit rate 0.33% among 360,000; SUMO1 binding to a labelled peptide, TR-FRET, 1 h; Small ubiquitin-related modifier 1 (Homo sapiens), P63165; inhibition, % at 20 µM; in the data active = inhibition above about 37%
Target sequence (P63165 whole entry, looked up): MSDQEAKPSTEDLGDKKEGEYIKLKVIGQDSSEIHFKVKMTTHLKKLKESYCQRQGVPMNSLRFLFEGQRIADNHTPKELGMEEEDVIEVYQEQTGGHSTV
MsrA inh: bovine MsrA enzyme inhibitors, primary screen, biochemical, absorbance, HTS | Methionine sulfoxide reductase A (Bos taurus) | purified bovine MsrA, absorbance read-out | inhibition, % at 15.5 µM | hit rate 0.75% among 360,000 | AID 651718, 2012; in the data active = inhibition above about 4.5%;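 note: 0% = vehicle wells with enzyme and 100% = reference inhibitor wells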
TbMetRS inhib: T. brucei MetRS inhibitors, primary screen, biochemical, luminescence. methionyl-tRNA synthetase (Trypanosoma brucei brucei). hit rate 0.4% among 360,000. purified T. brucei MetRS, ATP depletion, Kinase-Glo luminescence. inhibition, % at 11.9 µM;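 active = inhibition above a per-plate cutoff of the control wells' mean inhibition plus 3 SD, cut at about 5.5% in these data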;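 note: 0% = DMSO wells median and 100% = median of wells with control inhibitor compound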
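Test system: purified T. brucei MetRS enzyme. Also added: ATP, methionine and E. coli bulk tRNA substrates. Compound: 11.9 µM single point. Schedule: 15 min enzyme-compound preincubation, 2 h reaction, 10 min detection, 25 °C. Signal: luciferase luminescence of residual ATP, Kinase-Glo. Evaluation: percent inhibition versus plate control medians. Controls: DMSO wells, low control.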
NRP1-CendR mod: modulators of CendR peptide binding to NRP-1, primary screen, biochemical, fluorescence polarization, uHTS | FAM-RPARPAR peptide binding to NRP-1 | hit rate 0.85% among 360,000 | AID 602438, 2012 | Neuropilin-1 (Homo sapiens), O14786 | inhibition, % at 25 µM;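 active = inhibition or corrected inhibition above about 18%, plus a signal ratio from 0.5 to 1.5, limit read from the data, passing the limit was not always enough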; note: strong numbers were not always called active
LMPTP inh: LMPTP phosphatase inhibitors, primary screen, biochemical, fluorescence intensity, uHTS; inhibition, % at 20 µM; Low molecular weight phosphotyrosine protein phosphatase (Homo sapiens), P24666; AID 651560, 2012; hit rate 0.22% among 360,000; recombinant LMPTP-A, OMFP fluorogenic substrate;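 active = compounds that cut the enzyme signal by at least half of the control window in the single-dose screen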;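 note: plate controls were DMSO wells with enzyme plus substrate for no effect and substrate without enzyme for full effect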
Target sequence (P24666 whole entry, looked up): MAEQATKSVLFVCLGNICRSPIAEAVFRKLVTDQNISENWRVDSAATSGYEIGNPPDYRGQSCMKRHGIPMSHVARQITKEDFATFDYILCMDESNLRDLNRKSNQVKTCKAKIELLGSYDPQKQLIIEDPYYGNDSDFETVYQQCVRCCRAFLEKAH
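Assay system: LMPTP-A enzyme. Input: 0.625 nM LMPTP-A final. Probe or stimulus: 400 µM OMFP. Compound dosing: single 20 µM dose. Schedule: 50 min dark incubation at room temperature. Detection: fluorescence intensity of OMFP turnover product. Read-out: percent inhibition versus substrate-only and uninhibited controls. Benchmarks: no-enzyme low control, uninhibited high control.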
Scp-1 inhibitor: Scp-1 phosphatase inhibitors, primary screen, biochemical, colorimetric, uHTS. Carboxy-terminal domain RNA polymerase II polypeptide A small phosphatase 1 (Homo …. Recombinant Scp1, phosphopeptide, malachite green phosphate absorbance. inhibition, % at 20 µM. hit rate 0.88% among 340,000. AID 493091, 2011;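 active = inhibition above about 50% at 20 µM, limit read from the data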;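 note: plate controls were DMSO wells with enzyme for no effect and wells lacking enzyme for full effect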
Target sequence (Q9GZU7 76-261 limits assumed): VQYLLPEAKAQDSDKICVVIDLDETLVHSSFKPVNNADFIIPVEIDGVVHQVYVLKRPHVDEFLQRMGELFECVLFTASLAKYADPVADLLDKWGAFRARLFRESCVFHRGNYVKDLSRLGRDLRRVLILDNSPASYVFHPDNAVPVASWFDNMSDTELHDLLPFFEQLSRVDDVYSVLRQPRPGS
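Test system: SCP-1 phosphatase catalytic domain, residues 76-261; measured by: colorimetric phosphate reagent with accelerator and stabiliser, absorbance at 630 nm; timing: enzyme reaction 45 min at room temperature, colour 5 min, stabilisation 30 min; also added: Phosphorylated 17-residue peptide substrate; compound dosing: one concentration, 20 µM, with 1.0% DMSO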
eLon inh: inhibitors of E. coli Lon protease, primary screen, biochemical, fluorescence polarization; inhibition, % at 7.94 µM; P0A9M0; purified E. coli Lon protease; hit rate 0.42% among 360,000; AID 602123, 2011; in the data active = inhibition above about 13%, passing the limit was not always enough;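 note: 0% = enzyme with probe and DMSO and 100% = no enzyme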
DNMT1 block: human DNMT1 methyltransferase inhibitors, primary screen, biochemical, molecular beacon, fluorescence, HinP1I cleavage, uHTS. inhibition (reported as % activation of signal), % at 10 µM. hit rate 0.83% among 360,000. AID 588458, 2011; in the data active = inhibition above about 50%
MsrA act: bovine MsrA enzyme activators, primary screen, biochemical, absorbance, HTS; Methionine sulfoxide reductase A (Bos taurus); purified bovine MsrA, absorbance read-out; activation, % at 10.6 µM; hit rate 0.3% among 360,000; in the data active = activation above about 7.5%;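 note: 0% = vehicle and 100% = reference activator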
STEP block: STEP phosphatase inhibitors, primary screen, biochemical, fluorescence intensity, uHTS; Tyrosine-protein phosphatase non-receptor type 5 (Homo sapiens), P54829; recombinant STEP, OMFP fluorogenic substrate; inhibition, % at 20 µM; hit rate 0.25% among 360,000;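 active = inhibition at 20 µM, scaled per plate between control wells, above about 37%, limit read from the data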;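 note: 0% = DMSO with enzyme and substrate and 100% = substrate only without enzyme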
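System: STEP phosphatase, cell-free reaction; Buffer or medium: Bis-Tris pH 6.0 buffer with DTT, detergent; Incubation: 20 min at room temperature, dark; Measured by: fluorescence, 480/540 nm.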
Starred values were filed as active, the others as inactive; . = not tested or not shown; + = active, no number.

entry	SUMO1 PPI mod	MsrA inh	TbMetRS inhib	NRP1-CendR mod	LMPTP inh	Scp-1 inhibitor	eLon inh	DNMT1 block	MsrA act	STEP block	SMILES
1	-2	-0.1	-0.5	1	1.3	-2	-12	1	-1	-1	COc1cccc(CN(C)C(=O)c2cccc(S(=O)(=O)Nc3cccc(C)c3)c2)c1OC
2	-17	14*	-0.4	-3	-0.2	-9	-5	3	-8	-2	CCOC(=O)/C(C#N)=C/Nc1ccsc1C(C)=O
3	5	-0.8	-0.4	-13	-0.1	-4	8	1	-3	1	COCCNC(=O)C(=O)Nc1ccc(Cl)cc1C
4	5	-0.8	-0.5	2	-0.5	-10	-4	-2	-2	-4	CCNc1nc(OC)nc(N(OC)S(=O)(=O)c2ccc(C)cc2)n1
5	-1	1.1	-1.7	-11	-3.1	-10	-1	3	-4	-2	Cc1cc(OCC(O)CN(CCO)CCO)ccc1Cl (centres undefined)
6	3	0.4	0.2	-27	5.0	-13	-6	-6	-5	0	CCCC(=O)Nc1ccc2oc(-c3ccncc3)nc2c1
7	2	2.5	-0.4	-3	4.1	-9	12	-5	-6	2	COc1ccc([C@H]2CC(=O)C=C(c3ccc(F)cc3OCc3ccccc3)C2)cc1OC
8	5	2.3	-0.4	-4	-6.0	0	-5	-5	0	-10	CC(=O)CC(C)=NCCN=C(C)CC(C)=O
9	1	-0.4	-0.6	3	-0.6	-1	-9	-2	-6	-3	O=C(O)/C=C/C(=O)NNC(=O)c1ccc(Cl)cc1Cl
10	-3	0.2	0.4	-10	0.2	-2	-12	15	-7	-3	CCOC(=O)C1=C(CC)OC(N)=C(C#N)C1c1ccc(NC(C)=O)cc1 (centres undefined)
11	-12	-0.6	0.1	28*	6.2	17	5	0	-3	6	O=C(N/N=C/C=C\c1cccc([N+](=O)[O-])c1)c1ccccn1
12	0	2.0	-0.6	-2	-9.3	-4	-12	0	-2	-3	Cc1ccc(NC(=S)NCCCN2CCOCC2)cc1
13	2	0.6	-0.3	-6	-1.7	.	0	6	-1	-1	CC1(C(=O)NS(=O)(=O)c2ccc(Cl)cc2)CCN1C(=O)Cc1ccccc1Cl (centres undefined)
14	-32	0.7	-0.8	5	-0.1	2	8	11	-4	2	O=C1c2ccccc2-c2cccnc21
15	-2	0.8	-1.6	5	-1.3	3	-7	4	-9	-2	O=S(=O)(c1ccc(F)cc1)N1CCCC(CO)C1 (centres undefined)
16	-4	.	-0.3	-8	4.3	6	+	-3	-5	-4	Cc1ccc(C=Nc2cccnc2N)cc1
17	-9	-0.7	-0.3	12	-3.0	-1	2	-1	0	0	CC1CCCC(C)N1CCCNC(=O)CN1C(=O)COc2ccc(S(=O)(=O)N3CCOCC3)cc21 (centres undefined)
18	0	-0.8	0.2	9	-1.7	-6	3	-1	-2	-2	COc1cccc(C2NC(=O)CCC2[N+](=O)[O-])c1OC (centres undefined)
19	1	-2.1	-0.6	-4	0.9	-3	-2	-4	-3	0	COc1cc(CN2CCCC(C(=O)N3CCc4ccccc4C3)C2)cc(OC)c1OC (centres undefined)
20	5	-0.1	-0.7	12	2.1	-11	-10	2	-7	-2	Cc1cc2c(sc3ccccc32)c(C)n1
21	5	-1.6	0.1	1	1.2	6	-9	3	-3	2	CN(C[C@H](Cc1ccccc1)N(C[C@@H](CC1CCCCC1)N(CCc1ccccc1)N=O)N=O)N=O
22	-6	-0.8	0.1	7	1.4	-19	-3	-2	-4	2	CCn1nc(C(=O)OCC(=O)c2ccc3c(c2)OCCO3)c2ccccc2c1=O
23	-1	0.3	-0.7	-4	24	-4	-2	-20	-4	-1	Cc1ccc(-c2nc(Nc3ccc(N4CCOCC4)cc3)c3ccccc3n2)cc1
24	-4	-0.1	2.0	-4	-0.8	-7	-4	0	-4	0	COc1nc(C)c2cc(C)oc2n1
25	3	-1.4	-0.7	10	-0.1	-7	-1	1	-1	-4	CCOc1ccc(S(=O)(=O)N2CCC(C(=O)N3CCOCC3)CC2)cc1C
26	3	-0.2	-0.1	15	0.6	-8	4	-1	-3	0	COc1ccccc1NC(=O)NC1CCCCCCC1
27	-1	-0.5	0.0	4	3.9	0	10	-4	-4	3	CN(CCOc1ccc(-c2ccn(S(=O)(=O)c3c(Cl)cccc3Cl)n2)cc1)c1ccccn1
28	1	-0.1	-1.2	-4	0.1	3	-5	3	-7	-1	COc1ccc(CCNC(=O)C2CCN(C(=O)c3ccc(F)cc3)CC2)cc1
29	0	-0.1	-0.6	-4	-2.2	-4	-8	4	-2	-2	Cc1cc2c(c(=O)n1Cc1ccccn1)C(C(C)C)C(C#N)=C(N)O2 (centres undefined)
30	-15	1.9	0.0	-55	0.3	-16	0	2	-5	2	O=[N+]([O-])c1ccc(O)c(C=Nc2ccc3c(c2)OCO3)c1

Entries above shown as hits in eLon inh:
entry	SUMO1 PPI mod	MsrA inh	TbMetRS inhib	NRP1-CendR mod	LMPTP inh	Scp-1 inhibitor	eLon inh	DNMT1 block	MsrA act	STEP block	SMILES
16	-4	.	-0.3	-8	4.3	6	+	-3	-5	-4	Cc1ccc(C=Nc2cccnc2N)cc1

Next part.
entry	SUMO1 PPI mod	MsrA inh	TbMetRS inhib	NRP1-CendR mod	LMPTP inh	Scp-1 inhibitor	eLon inh	DNMT1 block	MsrA act	STEP block	SMILES
31	1	-1.4	-0.4	3	1.2	-3	-1	-2	1	3	COc1ccc(S(=O)(=O)Cc2ccc(C(=O)N3CCN(c4ccc(Cl)cc4)CC3)o2)cc1
32	0	-1.0	0.1	-1	0.6	-6	0	2	-8	1	Cc1ccc(C)c(C(=O)CN2C(=O)CCC2=O)c1
33	-24	1.9	-0.8	-6	1.5	6	3	8	-7	5	Cc1ncoc1C(=O)Nc1ncc([N+](=O)[O-])s1
34	14	0.7	0.3	-6	1.5	5	5	-3	-4	1	Cc1oc2c(cc(NS(=O)(=O)c3ccc(Cl)cc3)c3ccccc32)c1C(=O)O
35	1	-0.3	-0.2	6	-0.3	-1	-14	1	-2	-1	CCn1c(SCC(=O)Nc2ccc(NC(C)=O)cc2)nc2c1c(=O)n(C)c(=O)n2C
36	-2	-0.1	0.3	8	-0.1	-4	-1	-5	-1	-2	COc1ccc(CNC(=O)c2cccc(NC(=O)c3ccccc3)c2)cc1
37	-2	-1.1	-1.4	-1	-1.0	-4	-7	0	-1	-2	CCOC(=O)C1CCN(C(=O)CCc2ccc(S(=O)(=O)NCC(C)C)cc2)CC1
38	1	-1.1	0.0	0	1.3	-6	-8	-2	-1	0	O=C(O/N=C1/CCCc2occc21)c1ccc(F)cc1
39	1	0.2	-0.5	12	-0.3	-6	8	-1	-1	0	Cn1c(SCC(=O)N2CCc3ccccc3C2)nnc1-c1cccs1
40	-1	1.8	-0.2	5	3.6	-11	8	0	-3	0	Cc1ccc(NC(=S)N2CCN(S(=O)(=O)c3c(F)cccc3F)CC2)cc1C
41	-8	-1.2	0.4	-5	0.8	-4	3	0	-1	2	Cc1ccc(CN(C(=O)c2cc(=O)c3cc(Cl)c(C)cc3o2)C2CCS(=O)(=O)C2)cc1 (centres undefined)
42	-2	0.4	-0.6	-6	1.4	-1	-3	-10	-8	-1	CN(C)c1nc(Oc2ccc(N)cc2)nc(N(C)C)n1
43	-1	1.3	0.0	-2	0.2	-2	-4	0	-2	1	COc1ccc(NC2=NCC(=O)N2c2ccccc2F)c(OC)c1
44	1	-1.1	-1.1	11	-0.1	0	-1	0	-13	-1	CCOC(=O)CNC(=O)C1(c2ccccc2)CCCC1
45	0	0.5	0.3	-1	1.0	-4	-1	0	3	2	CC(C)CNc1oc(-c2ccc(F)cc2)nc1C#N
46	5	0.3	-0.5	0	-1.2	-4	-9	0	-2	-1	CCn1cc(C(=O)N[C@@H](CCSC)C(=O)NCCCOC)c(=O)c2cc3c(cc21)OCO3
47	-4	-0.1	-0.6	6	-0.8	-9	1	2	-6	-2	Cc1ccc(CNC(=O)c2ccc(NC(=O)CCS(=O)(=O)c3cccs3)cc2)cc1
48	-13	-1.7	0.3	-1	-1.0	-17	-14	0	-2	-2	Clc1ccc(-n2nnnc2-c2ccno2)cc1
49	-5	1.4	-0.5	-12	-1.8	-9	2	-5	-5	6	Cc1ccc(C(=O)N/C(=C\c2ccco2)C(=O)NCc2cccnc2)cc1
50	-3	-0.1	-0.2	12	-1.1	-6	0	-1	-3	0	NC1=NN=C(N2N=C(c3ccc(Br)cc3)CC2(O)C(F)(F)F)n2ncnc2C1 (centres undefined)
51	4	-0.5	0.9	-1	-0.7	-10	-5	1	-2	2	COc1ccc(C(=O)CC2(C(=O)O)CCCCC2)cc1

Three structures already listed, ordered by molecular weight, rising:
entry	SUMO1 PPI mod	MsrA inh	TbMetRS inhib	NRP1-CendR mod	LMPTP inh	Scp-1 inhibitor	eLon inh	DNMT1 block	MsrA act	STEP block	SMILES
16	-4	.	-0.3	-8	4.3	6	+	-3	-5	-4	Cc1ccc(C=Nc2cccnc2N)cc1
33	-24	1.9	-0.8	-6	1.5	6	3	8	-7	5	Cc1ncoc1C(=O)Nc1ncc([N+](=O)[O-])s1
25	3	-1.4	-0.7	10	-0.1	-7	-1	1	-1	-4	CCOc1ccc(S(=O)(=O)N2CCC(C(=O)N3CCOCC3)CC2)cc1C
